NPSR antag = qHTS Assay for Antagonists of the Neuropeptide S Receptor: cAMP Signal Transduction | CHO-NPSR cells, cAMP TR-FRET, antagonist mode | Potency, µM (top dose mostly 38.3 µM), for the others: at the top dose activity change, negative = inhibition, actives largely listed as inhibitors | 220,000 tested, 1% active; further: potency means the concentration at half of the fitted maximal effect; on the % scale 0 is the no-effect control and ±100 the full control effect; nearly all actives have a fitted effect of over 50% in size; many of its hits are not listed in these tables
Target sequence (Q6W5P4 whole entry, looked up): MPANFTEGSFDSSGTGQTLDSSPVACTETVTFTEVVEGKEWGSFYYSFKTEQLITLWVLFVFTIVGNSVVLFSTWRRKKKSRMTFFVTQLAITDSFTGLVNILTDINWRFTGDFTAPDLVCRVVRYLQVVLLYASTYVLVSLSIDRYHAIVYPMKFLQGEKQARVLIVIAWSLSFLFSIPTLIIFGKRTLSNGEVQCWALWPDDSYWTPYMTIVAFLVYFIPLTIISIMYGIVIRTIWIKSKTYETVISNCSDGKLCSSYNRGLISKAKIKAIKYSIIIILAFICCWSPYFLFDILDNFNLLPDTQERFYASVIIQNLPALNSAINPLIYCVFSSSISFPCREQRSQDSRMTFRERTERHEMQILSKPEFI
TRb-SRC2 inh = qHTS for Inhibitors of the Interaction of Thyroid Hormone Receptor and Steroid Receptor Coregulator 2. Potency, µM (titrated, usually from 106 µM), for inactives: at the top dose activity change, negative = inhibition, usual class: inhibitors. 280,000 tested, 0.065% active. AID 1469, 2008. Thyroid hormone receptor beta (Homo sapiens), P10828. TRbeta-SRC2 peptide binding, fluorescence polarization; receptor liganded with 1 µM T3;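 further: potency means the concentration at half of the fitted maximal effect; plate controls were bound peptide for no effect and peptide without receptor for full effect; nearly all actives have a fitted effect of over 50% in size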
Target sequence (P10828 whole entry, looked up): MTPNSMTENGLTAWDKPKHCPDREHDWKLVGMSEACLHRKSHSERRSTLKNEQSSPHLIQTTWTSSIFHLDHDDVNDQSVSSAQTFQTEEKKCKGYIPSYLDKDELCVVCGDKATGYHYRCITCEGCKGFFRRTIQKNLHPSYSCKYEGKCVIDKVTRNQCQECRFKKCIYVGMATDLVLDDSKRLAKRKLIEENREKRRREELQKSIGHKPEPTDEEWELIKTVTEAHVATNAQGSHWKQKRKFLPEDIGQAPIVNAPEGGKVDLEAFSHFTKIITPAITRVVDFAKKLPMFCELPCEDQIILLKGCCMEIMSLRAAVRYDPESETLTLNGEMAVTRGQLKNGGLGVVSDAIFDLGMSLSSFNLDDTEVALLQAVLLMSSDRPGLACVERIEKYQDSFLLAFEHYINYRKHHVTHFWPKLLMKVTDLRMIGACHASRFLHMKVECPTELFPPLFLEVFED
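Fluorescence polarization of 20 nM Texas Red SRC2 peptide (20-aa NR interaction domain) bound to 0.6 uM human TRb ligand-binding domain, with 1 uM T3, after 5 hr at ambient temperature; inhibition seen as decreased polarization.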
CBFb RUNX1 block = qHTS Assay for Compounds Blocking the Interaction Between CBF-beta and RUNX1 for the Treatment of Acute Myeloid Leukemia. AlphaScreen CBFb-His/RUNX1-biotin binding, biochemical. 230,000 tested, under 10 active. Potency, µM (top dose mostly 59.8 µM), for the others: at the top dose activity, negative = inhibition, actives largely listed as inhibitors. Runt-related transcription factor 1 (Homo sapiens) + Core-binding factor subunit beta …; further: % of control where 0% means no effect
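Read-out: AlphaScreen. Format: His-CBF-beta with biotinylated RUNX1 (30 nM each) preincubated 20 min, compound 15 min, Ni-chelate plus streptavidin beads 90 min; room temperature throughout.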
Epigenetic derep = Quantitative High-Throughput Screen for Regulators of Epigenetic Control. murine LDR cells, GFP reporter derepression, 30 h. Potency, µM (titrated, usually from 53.9 µM), for inactives: top-dose GFP activation, hits mostly activators. 280,000 tested, 0.2% active. AID 1865, 2009; further: potency means the concentration at half of the fitted maximal effect; % of control where 0% means no effect; nearly all actives have a fitted effect of over 60% in size
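In this reporter-derepression format, murine cells bearing a silenced integrated CMV-GFP locus incubate with test compound (30 h, 37 C), then are washed and imaged; fluorescent objects of 20–120 um count as induced cells.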
Tau fluor counter = Counterscreen qHTS for Inhibitors of Tau Fibril Formation, Fluorescence Polarization. tau K18 P301L (four-repeat tau fragment) Alexa594 fluorescence, heparin fibrillization. Potency, µM (titrated, usually from 57.7 µM), for inactives: at the top dose activity change, negative = decrease. 280,000 tested, 0.93% active. AID 1463, 2008; further: potency means the concentration at half of the fitted maximal effect; on the % scale 0 is the no-effect control and ±100 the full control effect; nearly all actives have a fitted effect of over 55% in size
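Human K18 P301L tau (15 uM unlabeled plus 0.24 uM Alexa 594-labeled, final) in 100 mM sodium acetate pH 7 was mixed with compound and 20 uM heparin and incubated 6 hr at 37 C.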
GLA spleen mod = qHTS Assay for Inhibitors and Activators of Human alpha-Galactosidase From Spleen Homogenate. human spleen homogenate, 4MU-alpha-Gal fluorescence, 40 min. Potency, µM (doses to about 80 µM), for inactives: at the top dose activity change, negative = inhibition, usual class: inhibitors. Alpha-galactosidase A (Homo sapiens), P06280. AID 2107, 2009. 240,000 tested, 0.008% active;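 further: potency means the concentration at half of the fitted maximal effect; 0% = enzyme with vehicle and -100% = no enzyme basal signal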
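qHTS titration in buffer at pH 5.0. Alpha-galactosidase activity in spleen homogenate was measured via 4-methylumbelliferone release from 1 mM fluorogenic substrate after 40 min at 37C and a pH 10 stop. AC50 came from Hill fits of control-normalized data.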
Tau fibril FP = qHTS for Inhibitors of Tau Fibril Formation, Fluorescence Polarization; Microtubule-associated protein tau (Homo sapiens), P10636; K18 P301L tau heparin fibrillization, Alexa594 FP, 6 h; Potency, µM (doses to about 57.7 µM), inactives show at the top dose activity, negative = inhibition, actives largely listed as inhibitors; 280,000 tested, 0.39% active; AID 1468, 2008; further: potency means the concentration at half of the fitted maximal effect; on the % scale 0 is the no-effect control and ±100 the full control effect; nearly all actives have a fitted effect of over 55% in size
Target sequence (P10636 561-689 P618L limits assumed): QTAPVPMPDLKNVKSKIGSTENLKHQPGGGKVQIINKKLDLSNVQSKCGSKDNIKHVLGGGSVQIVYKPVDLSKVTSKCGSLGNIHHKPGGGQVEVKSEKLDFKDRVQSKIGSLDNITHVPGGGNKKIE
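Quantitative HTS format: compounds meet 15 uM recombinant K18 P301L tau and Alexa 594-tau tracer in 100 mM sodium acetate pH 7; 20 uM heparin triggers fibrillization at 37 C over 6 hr; FP gives the signal.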
TexasRed fluor = Total Fluorescence Counterscreen for Inhibitors of the Interaction of Thyroid Hormone Receptor and Steroid Receptor Coregulator 2; TRb/SRC2 Texas Red total fluorescence interference; Potency, µM (top dose mostly 106 µM), without a hit: top-dose fluorescence change, negative = quenching; 280,000 tested, 0.29% active; AID 1479, 2009; active means well fitted curve in either direction with a large enough effect; inconclusive means small, poorly fitted or top-dose-only effect; further: potency means the concentration at half of the fitted maximal effect; on the % scale 0 is the no-effect control and ±100 the full control effect
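Human TRβ ligand-binding domain (0.6 uM) and Texas Red SRC2 peptide (20 nM) in Tris buffer with 1 uM T3 and 5% DMSO were incubated with pinned compound for 5 hr at ambient temperature. Total fluorescence was computed as S + 2P (555/632 nm).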
Numbers without * were called inactive; ? = inconclusive; nt = not tested or not shown; & = joins results of further samples; [ ] = remark or other dose. Unless noted, the call rests on the fitted dose curve; in most records, active means well fitted curve in the direction sought with a large enough effect; inconclusive means small, poorly fitted or top-dose-only effect, or another doubt; inactive means no such curve, though single readings can be large; an effect the other way counts as inactive or inconclusive. This is a subset, so the mix of outcomes need not match the whole.

no. | Molecule | NPSR antag | TRb-SRC2 inh | CBFb RUNX1 block | Epigenetic derep | Tau fluor counter | GLA spleen mod | Tau fibril FP | TexasRed fluor
1 | COc1cccc2sc(N(CCN(C)C)C(=O)/C=C/c3cccs3)nc12 | -34% | -4% | 1% | ? | -23% | -6% | ? | -1%
2 | COc1ccc2cc(C(=O)NCc3ccc4c(c3)CCN4C(=O)c3ccccc3)[nH]c2c1 | nt | -4% | nt | 0.8% | ? | nt | -3% | 4%
3 | O=c1[nH]c(=O)c2nc3ccccc3nc2[nH]1 | -1%[46.1 µM] | -2%&-7% | 19%&23% | 1.1%&0.0% | -8%&-7% | 8%&4% | 2%&-3% | -1%&1%
4 | CC(C)c1ccc(C2C3CSCC=C3C(C#N)=C(N)C2(C#N)C#N)cc1 (stereo not given) | 10µM* | 0% | -5% | 0.7% | -22% | 7% | -9% | -1%
5 | CCN1C(=O)N/C(=C/c2ccc(C)o2)C1=O | -23% | -5% | -14% | 3.2% | -16% | 7% | ? | 0%
6 | COCC#Cc1ccc(C2C(C)CCC3C(=O)N4C(CCC(C)C4c4ccc(C#CCOC)cc4)C(=O)N32)cc1 (stereo not given) | nt | -4%[11.2 µM] | 9%[13.1 µM] | 3.1%[10.1 µM] | -4%[11.6 µM] | -3%[17.5 µM] | 2%[11.6 µM] | -4%[11.2 µM]
7 | CCOC(=O)c1c(NC(=O)CSc2nc3cc(Cl)ccc3s2)sc(C(C)=O)c1C | -14% | -1% | 4% | -1.0% | -21% | 1% | 6% | -1%
8 | CC1CCN(C(=O)CN2C(=O)C(=O)c3ccccc32)CC1 | -10%[46.1 µM] | -5% | 4% | 3.6% | 0% | 0% | 3% | -1%
9 | CCN(Cc1ccccc1)C(=O)CC1Oc2ccccc2NC1=O (stereo not given) | 18%[46.1 µM] | -1% | -4% | -1.0% | -6% | -7% | 4% | 0%
10 | CCNC(=O)NC(=O)C(C)Sc1ncc(C(F)(F)F)cc1Cl (stereo not given) | -8% | -5% | 8% | 0.2% | -6% | 7% | 1% | -2%
11 | CCN(CC)C(=O)Cn1c(=O)n(CCCCCC(=O)NCc2ccc(C)cc2)c(=O)c2sccc21 | nt | 6% | nt | -0.9% | 7% | nt | -1% | 3%
12 | CSc1ncc(Cl)c(C(=O)Nc2ccc(NC(C)=O)cc2)n1 | -12% | 12%&1% | 4% | -2.9%&4.5% | -1%&-6% | -6% | 2%&-4% | -2%&-4%
13 | Cc1cnc(NC(=O)CCCSc2nc3ccccc3s2)s1 | 23%[46.1 µM] | -3% | 3% | 0.0% | -5% | -3% | -2% | 3%
14 | Cc1nc2nc(CSc3nc4ccccc4s3)cc(=O)n2[nH]1 | -1%[46.1 µM] | -13% | 6% | 1.0% | 2% | 0% | 2% | -4%
15 | Cc1ccc(NC(=O)COC(=O)c2ccc([N+](=O)[O-])s2)c(C)c1 | 23% | -3% | 2% | -1.1% | -6% | 2% | 14% | 2%
16 | COC(=O)Nc1ccc(SCC(=O)c2ccc(Cl)cc2)cc1 | -22% | 4% | 8% | 1.1% | ? | 4% | ? | -2%
17 | CCOC(=O)NNc1ccc2nonc2c1[N+](=O)[O-] | 48% | -26% | ? | -1.3% | -29% | 2% | ? | -18%
18 | Cc1cc(C)n(C(N)=NC(=O)c2ccc([N+](=O)[O-])cc2)n1 | -10% | -3% | 6% | -3.2% | -9% | -2% | -1% | 0%
19 | COc1cc(CN(C(=O)COc2ccc(Br)cc2)c2ccccn2)cc(OC)c1OC | nt | -1% | nt | -2.2% | -7% | nt | 3% | ?
20 | Cc1cccc(C(=O)Nc2cc3c(cc2N2CCOCC2)n(C)c(=O)n3C)c1 | nt | 3% | nt | 1.7% | -8% | nt | 6% | 3%
21 | Cn1c(SCC(=O)N2CCCC2)nnc1-c1cnccn1 | 8% | 0% | 0% | 1.1% | 12% | 4% | 6% | -4%
22 | Cc1ccc(N2CC(C(=O)Nc3ccc(Cl)cc3Cl)CC2=O)cc1 (stereo not given) | nt | -7% | nt | -0.5% | -9% | nt | -10% | 5%
23 | O=C(OCC1CCCO1)c1ccc2c(c1)N(Cc1cccc(Cl)c1)C(=O)c1ccccc1S2(=O)=O (stereo not given) | nt | 0% | nt | -0.7% | -25% | nt | -12% | 1%
24 | Cn1cc(Cl)c(C(=O)N/N=C/c2ccc(OS(=O)(=O)c3ccccc3)cc2)n1 | -21%[46.1 µM] | 5% | -4% | -0.8% | -26% | 8% | -8% | 0%
25 | O=C(CCCn1c(=O)oc2ccccc21)N1CCN(c2ccc(F)cc2)CC1 | -11% | 1% | 0% | 2.9% | -15% | 4% | 10% | -2%
26 | COC(C[C@H]1O[C@H]1[C@@H](O)[C@H](C)OCc1ccccc1)OC | 20% | 4% | 5% | -3.2% | 15% | 2% | 4% | -1%
27 | CC(C)(C)NC(=O)C(c1ccncc1)N(C(=O)c1csnn1)C1CC1 (stereo not given) | -2%[46.1 µM] | -7% | 2% | -5.4% | 6% | -5% | 8% | 0%
28 | CCCCOc1ccc(NC2=NC3(CCCC3)N=C(N)N2)cc1 | -5%[46.1 µM] | 3% | -1% | 0.0% | -4% | -1% | 5% | 2%
29 | COc1cccc(/C=C(\CC(=O)O)c2nc3ccccc3s2)c1 | -25% | 4% | 1% | 1.0% | 1% | 1% | -4% | -1%
30 | CN(CC(=O)Nc1ccccc1Cl)S(=O)(=O)c1ccc(C(=O)N2CCOCC2)s1 | nt | -2% | nt | 9.4% | -1% | nt | 7% | -1%

Part of the list above, in transposed form.
24	Cn1cc(Cl)c(C(=O)N/N=C/c2ccc(OS(=O)(=O)c3ccccc3)cc2)n1
25	O=C(CCCn1c(=O)oc2ccccc21)N1CCN(c2ccc(F)cc2)CC1
26	COC(C[C@H]1O[C@H]1[C@@H](O)[C@H](C)OCc1ccccc1)OC
27	CC(C)(C)NC(=O)C(c1ccncc1)N(C(=O)c1csnn1)C1CC1 (stereo not given)
28	CCCCOc1ccc(NC2=NC3(CCCC3)N=C(N)N2)cc1
29	COc1cccc(/C=C(\CC(=O)O)c2nc3ccccc3s2)c1
30	CN(CC(=O)Nc1ccccc1Cl)S(=O)(=O)c1ccc(C(=O)N2CCOCC2)s1
Screen / compound no.	24	25	26	27	28	29	30
NPSR antag	-21%[46.1 µM]	-11%	20%	-2%[46.1 µM]	-5%[46.1 µM]	-25%	nt
TRb-SRC2 inh	5%	1%	4%	-7%	3%	4%	-2%
CBFb RUNX1 block	-4%	0%	5%	2%	-1%	1%	nt
Epigenetic derep	-0.8%	2.9%	-3.2%	-5.4%	0.0%	1.0%	9.4%
Tau fluor counter	-26%	-15%	15%	6%	-4%	1%	-1%
GLA spleen mod	8%	4%	2%	-5%	-1%	1%	nt
Tau fibril FP	-8%	10%	4%	8%	5%	-4%	7%
TexasRed fluor	0%	-2%	-1%	0%	2%	-1%	-1%

Next part
no. | Molecule | NPSR antag | TRb-SRC2 inh | CBFb RUNX1 block | Epigenetic derep | Tau fluor counter | GLA spleen mod | Tau fibril FP | TexasRed fluor
31 | Cc1ccc(NC(=O)CN(C)C(=S)NC2CC2)cc1 | 10% | -1% | -3% | -0.4% | -6% | -5% | -5% | -2%
32 | CCCN1C(=O)/C(=C/C=C2\N(CC)c3ccccc3C2(C)C)SC1=S | -7%[46.1 µM] | 13% | -6% | 3.2µM* | -17% | 12% | -5% | 5%
33 | O=C(/C=C/c1ccc(F)cc1)Nc1nc2ccccc2[nH]1 | 17% | -2% | -2% | -1.9% | -4% | 11% | 2% | -2%
34 | Fc1ccc(SCCc2ccccn2)cc1 | -20%&-15% | -7%&8% | 9%&6% | 4.8%&12% | -2%&-5% | 8%&1% | 0%&-1% | 0%&-2%
35 | Cc1cc(N)n2ncc(-c3ccccc3)c2n1 | 0%[46.1 µM] | -5% | 6% | -1.6% | ? | -6% | 4% | -4%
36 | O=C(CSc1ccc2c(c1)OCCO2)Nc1cccc(S(=O)(=O)N2CCCCC2)c1 | -4% | -2% | -5% | -0.1% | ? | -2% | -12% | 0%
37 | CCOC(=O)C1(Cc2cccc(OC)c2)CCN(Cc2ccc(OC)c(O)c2)CC1 | 13% | -2% | 1% | 1.7% | 13% | -7% | 2% | 1%
38 | O=S(=O)(c1cnc(Cl)c(Cl)c1)N1CCc2ccccc21 | 20%[7.67 µM] | 7% | 2% | 0.0% | -28% | 0% | -10% | -2%
39 | Cc1ccc(NC(=O)CN2C=NS(=O)(=O)c3ccccc32)cc1 | nt | -3% | nt | -1.3% | -10% | nt | -11% | -5%
40 | Cc1ccccc1[C@@H](OCCN(C)C)c1ccccc1 | nt | -4%[53 µM] | 4%[21.7 µM] | 0.0%[16.9 µM] | nt | -2%[29.1 µM] | nt | -3%[53 µM]
41 | NNC(=O)CCN(Cc1ccco1)S(=O)(=O)c1ccc(Cl)cc1 | -10%[7.67 µM] | -5% | -2% | 0.0% | 4% | 4% | 5% | -3%
42 | Cc1nccn1CCc1n[nH]c(=S)n1Cc1ccccc1 | -5%[46.1 µM] | -1% | 13% | -0.4% | -10% | -7% | 2% | 1%
43 | C=CCn1c(-c2ccoc2)n[nH]c1=S | -11%[46.1 µM] | 0% | -3% | -0.9% | -1% | -4% | -2% | 1%
44 | O=[N+]([O-])c1cccc(-c2n[nH]c(=S)n2Cc2ccccc2)c1 | 2% | -2% | ? | 0.0% | -7% | -7% | 3% | -6%

Screening data deposited in PubChem by National Center for Advancing Translational Sciences (NCATS).
